# Epigenetic derep – derepresses silenced GFP reporter in murine cells. murine LDR cells, GFP reporter derepression, 30 h. Potency, µM (highest dose often 53.9 µM), for inactives: at the top dose GFP activation, most hits filed as activators. 280,000 tested, 0.2% active. AID 1865; note: potency is the fitted concentration of half-maximal effect; % of control where 0% means no effect; nearly all actives have a fitted effect of over 60% in size
#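 Readout is the number of GFP-expressing murine LDR cells, counted by cytometry following washing. Cells were treated with compound for 30 h at 37 C; the stably integrated CMV-GFP locus is normally silent.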
# CBFb-RUNX1 inh – blocks binding between human CBF-beta and RUNX1; AID 1477; Q01196+Q13951; Potency, µM (titrated, usually from 59.8 µM), for inactives: top-dose activity, negative = inhibition, usual class: inhibitors; 230,000 tested, under 10 active; AlphaScreen CBFb-His/RUNX1-biotin binding, biochemical; note: % of control where 0% means no effect
# Target sequence (Q01196 whole entry, looked up): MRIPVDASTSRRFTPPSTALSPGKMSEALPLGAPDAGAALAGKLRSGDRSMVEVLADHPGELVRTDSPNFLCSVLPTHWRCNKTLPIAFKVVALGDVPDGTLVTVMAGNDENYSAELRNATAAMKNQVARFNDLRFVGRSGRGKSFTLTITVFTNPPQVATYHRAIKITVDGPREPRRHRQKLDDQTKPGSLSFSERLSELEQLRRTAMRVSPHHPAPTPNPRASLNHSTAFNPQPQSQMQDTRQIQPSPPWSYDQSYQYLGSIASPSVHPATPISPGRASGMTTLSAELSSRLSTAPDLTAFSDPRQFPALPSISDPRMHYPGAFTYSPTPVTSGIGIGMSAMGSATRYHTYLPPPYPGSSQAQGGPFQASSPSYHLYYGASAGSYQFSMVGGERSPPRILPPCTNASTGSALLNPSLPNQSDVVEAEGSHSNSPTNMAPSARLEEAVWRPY
# Target sequence (Q13951 whole entry, looked up): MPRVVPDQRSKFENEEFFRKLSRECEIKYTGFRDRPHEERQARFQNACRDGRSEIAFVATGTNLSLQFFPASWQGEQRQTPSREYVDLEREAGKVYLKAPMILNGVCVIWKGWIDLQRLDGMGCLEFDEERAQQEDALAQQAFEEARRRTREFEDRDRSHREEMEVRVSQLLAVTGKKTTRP
#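 Bead-based AlphaScreen assay; binding partners His-tagged CBF-beta and biotinylated RUNX1 at 30 nM each. Compound exposure 15 min after a 20-min protein preincubation; bead step 90 min; all steps at room temperature.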
# TR SRC2 fluor cs – Texas Red fluorescence interference in TRb-SRC2 counter-screen; Potency, µM (highest dose often 106 µM), for inactives: at the highest dose fluorescence change, negative = quenching; TRb/SRC2 Texas Red total fluorescence interference; 280,000 tested, 0.29% active; active = well fitted curve in either direction with a large enough effect; inconclusive = small, poorly fitted or top-dose-only effect; note: potency is the fitted concentration of half-maximal effect; % is set by controls: 0 for no effect and ±100 for the full control effect
#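 Human TRβ ligand-binding domain (0.6 uM) and Texas Red SRC2 peptide (20 nM) in Tris buffer with 1 uM T3 and 5% DMSO were incubated with pinned compound for 5 hr at ambient temperature. Total fluorescence was computed as S + 2P (555/632 nm).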
# aGal spleen mod – inhibits or activates alpha-galactosidase in human spleen homogenate. 240,000 tested, 0.008% active. human spleen homogenate, 4MU-alpha-Gal fluorescence, 40 min. P06280. AID 2107. Potency, µM (top dose mostly 80 µM), for inactives: at the top dose activity change, negative = inhibition, actives largely listed as inhibitors;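 note: potency is the fitted concentration of half-maximal effect; 0% = enzyme with vehicle and -100% = no enzyme basal signal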
#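 Spleen homogenate 1 ug + cpd (titration) + 4-MU-alpha-D-galactopyranoside 1 mM; 37C 40 min; 50 mM citrate/phosphate pH 5.0, 0.01% Tween-20; stop pH 10; fluorescence 365/440; AC50 via Hill.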
# NPSR antag – antagonists of human neuropeptide S receptor cAMP signaling | Q6W5P4 | CHO-NPSR cells, cAMP TR-FRET, antagonist mode | Potency, µM (titrated, usually from 38.3 µM), inactives show at the highest dose activity change, negative = inhibition, usual class: inhibitors | 220,000 tested, 1% active | AID 1461; note: potency is the fitted concentration of half-maximal effect; % is set by controls: 0 for no effect and ±100 for the full control effect; nearly all actives have a fitted effect of over 50% in size; many of its hits are not listed in these tables
# Target sequence (Q6W5P4 whole entry, looked up): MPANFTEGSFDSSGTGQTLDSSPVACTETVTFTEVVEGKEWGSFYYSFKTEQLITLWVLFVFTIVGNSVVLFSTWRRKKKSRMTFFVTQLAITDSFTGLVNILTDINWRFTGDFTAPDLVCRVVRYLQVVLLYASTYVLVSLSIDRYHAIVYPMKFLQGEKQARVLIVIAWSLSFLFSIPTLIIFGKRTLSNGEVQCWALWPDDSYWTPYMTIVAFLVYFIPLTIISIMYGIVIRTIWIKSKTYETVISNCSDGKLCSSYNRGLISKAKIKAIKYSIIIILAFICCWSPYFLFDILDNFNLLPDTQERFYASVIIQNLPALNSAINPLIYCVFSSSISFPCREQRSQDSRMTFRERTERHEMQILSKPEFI
# Tau FP inhib – blocks human tau fibril formation measured by polarization | K18 P301L tau heparin fibrillization, Alexa594 FP, 6 h | P10636 | 280,000 tested, 0.39% active | Potency, µM (doses to about 57.7 µM), for inactives: at the top dose activity, negative = inhibition, actives largely listed as inhibitors; note: potency is the fitted concentration of half-maximal effect; % is set by controls: 0 for no effect and ±100 for the full control effect; nearly all actives have a fitted effect of over 55% in size
#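 Recombinant K18 P301L […], labeled with Alexa 594 at 0.24 uM over 15 uM unlabeled; heparin inducer 20 uM final; 37 C, 6 hr; FP endpoint.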
# Tau fluor cs – counter-screen for tau fibril formation inhibitors. Potency, µM (doses to about 57.7 µM), without a hit: at the top dose activity change, negative = decrease. AID 1463. 280,000 tested, 0.93% active. tau K18 P301L (four-repeat tau fragment) Alexa594 fluorescence, heparin fibrillization; note: potency is the fitted concentration of half-maximal effect; % is set by controls: 0 for no effect and ±100 for the full control effect; nearly all actives have a fitted effect of over 55% in size
#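 Human K18 P301L tau (15 uM unlabeled plus 0.24 uM Alexa 594-labeled, final) in 100 mM sodium acetate pH 7 was mixed with compound and 20 uM heparin and incubated 6 hr at 37 C.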
# TRb-SRC2 inh – disrupts binding of human TR beta to SRC2 | TRbeta-SRC2 peptide binding, fluorescence polarization; receptor liganded with 1 µM T3 | Potency, µM (doses to about 106 µM), for the others: at the highest dose activity change, negative = inhibition, actives largely listed as inhibitors | 280,000 tested, 0.065% active | AID 1469;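 note: potency is the fitted concentration of half-maximal effect; plate controls were bound peptide for no effect and peptide without receptor for full effect; nearly all actives have a fitted effect of over 50% in size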
#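 Human TRb LBD (0.6 uM) plus Texas Red-labeled SRC2 peptide (20 nM), 1uM T3, 5% DMSO, 5 hr at ambient temperature. Decreased polarization (555/632 nm) flags inhibition; data normalized to free and bound peptide controls.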
# Numbers without * were called inactive; ? = inconclusive; · = no result given; & = joins results of further samples; [ ] = another dose, or the depositor's remark. Unless noted, calls come from the whole dose curve; as a rule, active = well fitted curve in the direction sought with a large enough effect; inconclusive = small, poorly fitted or top-dose-only effect, or another doubt; inactive = no such curve, though single readings can be large; an effect the other way counts as inactive or inconclusive. An excerpt. The share of hits here may be higher or lower than overall.
SMILES,Epigenetic derep,CBFb-RUNX1 inh,TR SRC2 fluor cs,aGal spleen mod,NPSR antag,Tau FP inhib,Tau fluor cs,TRb-SRC2 inh
CCn1c(SCC(=O)Nc2cccc(NC(=O)c3cccs3)c2)nnc1-c1ccncc1,0.9%,-8%,1%,3%,-4%[46.1 µM],-4%,-10%,6%
O=C(CS(=O)(=O)c1ccccc1)Nc1ccc(N2CCOCC2)cc1,-0.7%[10.1 µM],-2%,-6%,3%,0%,14%,6%,1%
Cc1cc(C)c(-c2cc([C@H](C)O/N=C\[C@@H](C)[C@H](OCc3ccccc3)C(C)C)on2)c(C)c1,1.1%[10.1 µM],20%[13.1 µM],-7%[11.2 µM],8%[17.5 µM],·,0%[11.6 µM],-3%[11.6 µM],-5%[11.2 µM]
CCOC(=O)C1CCCN(C(=O)Cn2ncc3c(C)n(Cc4ccccc4F)c(C)c3c2=O)C1 (stereo not given),0.8%,·,-4%,·,·,-8%,-7%,4%
CC(C)(C)Nc1nc(Oc2ccc(=O)n(-c3ccccc3)n2)nc(N2CCOCC2)n1,0.0%,9%,-6%,3%,1%[46.1 µM],-6%,-8%,0%
Cc1cc(C)c(C#N)c(Cl)n1,-1.1%,-2%,-3%,7%,21%,-3%,-1%,14%
Cc1nn(-c2cccc(Cl)c2)c(Cl)c1/C=N/NC(=O)c1cccnc1,0.0%,4%,0%[53 µM],-2%,-22%,-8%,-20%,-2%[53 µM]
Cc1ccc(C(=O)N(Nc2nc3ccccc3s2)C(=O)c2ccc(C)cc2)cc1,2.1%,-1%,-7%,4%,1%,?,-2%,-3%
CC12CCC(C(=O)Nc3cc(Cl)ccc3Cl)(C/C1=N\O)C2(C)C (stereo not given),0.1%,7%,-1%,-1%,-21%[46.1 µM],-1%,5%,2%
O=C1CC(N2CCN(c3ccccn3)CC2)C(=O)N1c1ccc(F)cc1 (stereo not given),6.5%,2%,0%,0%,13%,-9%,-7%,-2%
CCC(CC)C(=O)Nc1cccc(/C(C)=N/NC(=O)c2ccccc2Cl)c1,0.8%,-6%,-5%,11%,-11%[46.1 µM],11%,1%,0%
CC1CCN(CC(=O)Nc2sc3c(c2C#N)CCC3)CC1,-2.6%,7%,3%,-2%,-8%[46.1 µM],-2%,0%,-14%

# Molecules listed so far that have a cyano group (two):
SMILES,Epigenetic derep,CBFb-RUNX1 inh,TR SRC2 fluor cs,aGal spleen mod,NPSR antag,Tau FP inhib,Tau fluor cs,TRb-SRC2 inh
Cc1cc(C)c(C#N)c(Cl)n1,-1.1%,-2%,-3%,7%,21%,-3%,-1%,14%
CC1CCN(CC(=O)Nc2sc3c(c2C#N)CCC3)CC1,-2.6%,7%,3%,-2%,-8%[46.1 µM],-2%,0%,-14%

# (listing goes on)
SMILES,Epigenetic derep,CBFb-RUNX1 inh,TR SRC2 fluor cs,aGal spleen mod,NPSR antag,Tau FP inhib,Tau fluor cs,TRb-SRC2 inh
Cc1ccc(NC(=O)c2oc3ccccc3c2NC(=O)C2CCCO2)cc1C (stereo not given),-0.3%,4%,-2%,2%,-39%,-10%,?,-5%
COc1cc(C)ccc1OCCOc1c(C)cccc1Cl,0.0%,?,0%,3%,-12%[46.1 µM],-11%,-6%,-10%
C/C(=C\C(=O)c1ccncc1)Nc1ccccc1O,6.3%,-3%,-1%,10%,-7%[46.1 µM],-1%,-15%,-7%
Cc1ccc(S(=O)(=O)N2CCOCC2)cc1C(=O)NC(=S)N1CC(C)OC(C)C1 (stereo not given),-1.0%,4%,0%,5%,11%,5%,4%,-2%
CC1=CC(=O)CC(C)(C)C1(O)/C=C/C(C)=C\C(=O)O (stereo not given),-0.3%&-0.5%,-3%[21.7 µM],1%&-2%&1%,-2%&17%&-1%,·,-4%&-10%,-5%&-8%,0%&-1%&9%
Cc1cc(C(=O)COC(=O)c2csc3c2CCCC3)c(C)n1C,-0.9%,-3%,4%,-2%,-24%[46.1 µM],-5%,-11%,1%
CCSC1=NCCN1S(=O)(=O)c1ccc(NC(C)=O)cc1,-1.2%,5%,2%,-1%,10%,-1%,-4%,1%
CCC(=O)N1c2ccc(S(=O)(=O)CCC(=O)N3CCN(c4ccc(F)cc4)CC3)cc2CC1C (stereo not given),-1.3%,·,1%,·,·,0%,-17%,-3%
Cc1cc(C)cc(-n2c(SCC(=O)Nc3ccccc3)nc3c(oc4ccccc43)c2=O)c1,0.0%,·,6%,·,·,?,-19%,-12%
CCOC(=O)CSc1ncnc2c1cnn2-c1ccccc1,0.0%,8%,-2%,9%,-15%[46.1 µM],-8%,-22%,-6%
CCOC(=O)c1[nH]c(Cc2[nH]c(C(=O)OCC)c(C)c2CCC(=O)OC)c(CCC(=O)OC)c1C,-1.6%,-18%,-2%,-2%,?,8%,-10%,4%
O=C(Cc1cccs1)Nc1ccccc1C(=O)O,0.0%,8%,-1%,-4%,-3%[46.1 µM],7%,1%,-6%

# Profiles as entered above. Screens in order: Epigenetic derep, CBFb-RUNX1 inh, TR SRC2 fluor cs, aGal spleen mod, NPSR antag, Tau FP inhib, Tau fluor cs, TRb-SRC2 inh
# O=C(Cc1cccs1)Nc1ccccc1C(=O)O as listed: 0.0%, 8%, -1%, -4%, -3%[46.1 µM], 7%, 1%, -6%
# COc1cc(C)ccc1OCCOc1c(C)cccc1Cl as listed: 0.0%, ?, 0%, 3%, -12%[46.1 µM], -11%, -6%, -10%

# Other results.
SMILES,Epigenetic derep,CBFb-RUNX1 inh,TR SRC2 fluor cs,aGal spleen mod,NPSR antag,Tau FP inhib,Tau fluor cs,TRb-SRC2 inh
CCN1CCN(Cc2ccc(NC(=O)c3ccc(C)c(NC(=O)c4ccnnc4)c3)cc2C(F)(F)F)CC1,3.1%,26%,-2%,9%,16%,5%,11%,-3%
O=C(CSc1nnc(Cc2ccccc2)o1)NCCc1ccccc1,0.0%,-4%,-1%,-18%,-6%[46.1 µM],8%,-6%,-7%
CC(C)C(=O)Nc1nnn(C)n1,-1.0%,0%,-1%,-14%,0%[46.1 µM],0%,2%,-4%
Fc1ccc(Nc2ncnc3sc4c(c23)CCC4)cc1F,1.1%,7%,-7%,-10%,-5%[46.1 µM],-8%,?,1%
Cc1ccc(CN(Cc2ccco2)C(=S)NCC(=O)NCc2cccnc2)cc1,0.0%,0%,2%,3%,3%,-1%,-17%,2%
CN(C)C(/C=C/Nc1ccc(O)cc1)=C(C#N)C#N,-0.5%,-19%,-3%,-3%,-3%,-2%,-5%,-1%
CC(C(=O)OCC(=O)c1ccc([N+](=O)[O-])cc1)N1C(=O)C2C3CCC(C3)C2C1=O (stereo not given),-1.1%,-7%,-3%,-7%,5%,?,-16%,1%
Cc1cc(C)cc(NC(=O)C(c2ccccc2)N2CCCC2)c1 (stereo not given),-0.3%,12%,-2%,-20%,5%,0%,4%,-2%
Cn1c(N)c(C(=O)c2cc(-c3ccccc3)nc3ccccc23)c(=O)n(C)c1=O,1.0%,-13%,-8%,4%,2%[46.1 µM],-3%,-3%,0%
N#Cc1ccc(CSc2nc3c(c(=O)[nH]2)CCC3)cc1,-1.4%,·,0%,·,·,?,-8%,1%
Cc1ccc(S(=O)(=O)/C(C#N)=C/c2c(N3CCCCC3)nc3ccccn3c2=O)cc1,-0.3%,-20%,-1%,5%,19%[7.67 µM],-11%,?,7%
COc1ccccc1CNC(=O)CCCN1C(=O)COc2ccc(C)cc21,1.0%,-3%,-6%,-6%,-18%[46.1 µM],-2%,-7%,-2%
CC(C)CNS(=O)(=O)c1ccc(CCC(=O)Nc2ccc3c(c2)OCO3)cc1,-2.1%,4%,-2%,3%,-8%[46.1 µM],4%,-10%,-10%
C/C(N)=C(/C#N)C(=O)COC(=O)Cc1coc2ccc3ccccc3c12,-1.1%,3%,-6%,5%,6%,-9%,?,-1%
Cn1c(=O)cc(OCC(=O)NCCCN2CCN(c3cccc(Cl)c3)CC2)c2ccccc21,-1.0%,-2%,-3%,2%,27%,-2%,-16%,6%
CCOC(=O)Cc1csc(NC(=O)CC)n1,-0.2%,8%,-1%,-3%,8%[46.1 µM],4%,1%,0%
Cc1ccc([N+](=O)[O-])c(OCCN2CCC(Cc3ccccc3)CC2)c1,1.1%,2%,-1%,0%,-29%,3%,-18%,-6%
CCOC(=O)CC(=O)CSc1nc2c(cc1C#N)CCCCC2,5.2%,10%,1%,5%,-7%[7.67 µM],-2%,-14%,-6%
CCOC(=O)CN(C(=O)COc1ccc2c(C)cc(=O)oc2c1)c1ccc(OCC)cc1,7.6%,0%,-1%,4%,-36%,12%,2%,-2%
COc1ccc(NC(=O)c2oc3ccccc3c2NC(=O)COc2ccccc2OC)c(OC)c1,-1.1%,4%,0%,9%,5%[46.1 µM],-7%,-11%,-8%
COc1cc(C(=O)N(Cc2ccc(C(C)C)cc2)C2CCS(=O)(=O)C2)cc(OC)c1OC (stereo not given),0.1%,·,-9%,·,·,-6%,-11%,-2%
CCCCN1CC(O)=C(c2nc3ccccc3s2)C1=N,-0.5%,-2%,-4%,3%,-18%[46.1 µM],5%,-16%,0%
Cc1ccccc1-n1nnnc1SCCCC(=O)c1ccc(F)cc1,1.3%,21%,-1%,-8%,-13%[46.1 µM],4%,-16%,-1%
CN(C)S(=O)(=O)N1CCC(Cc2ccccc2)CC1,-1.0%,20%,2%,-3%,5%,5%,0%,-21%
Cc1cc(/C=N/NC(=O)c2cccs2)c(C)n1-c1ccccc1,-0.2%,-15%,-3%,-5%,3%[46.1 µM],4%,?,5%
CCN(CC)CCN(C(=O)Cn1nnc(-c2ccc(C)o2)n1)C(C(=O)NC(C)(C)C)c1cccs1 (stereo not given),-1.1%,4%,-5%,-10%,-9%,1%,-4%,-2%
COc1cc(NC(=O)c2ccco2)c(C(=O)OCC(=O)Nc2ncc(Cl)cc2Cl)cc1OC,0.0%,3%,0%,3%,-1%[46.1 µM],8%,-8%,-2%
CCC(Sc1nc2ccccc2c(=O)n1CCN1CCOCC1)C(=O)NCc1cccnc1 (stereo not given),5.4%,4%,1%,-15%,-20%[46.1 µM],1%,-1%,-5%
COc1cc(C(=O)N2CCN(c3ccccc3)CC2)c([N+](=O)[O-])cc1OC,-1.1%,5%,-2%,4%,-3%,5%,2%,-1%
COCc1cc(=O)[nH]c(SCCS(=O)(=O)c2ccc(C)cc2)n1,-1.7%,-5%,-1%,7%,8%,13%,6%,5%
